Source: PubChem BioAssay (Small Molecule Screening Facility, UW Madison)
RMI-FANCM inh: disruptors of RMI1/RMI2 association with MM2 peptide – biochemical, fluorescence polarization, human, primary screen; FP signal (polarization) at 33 µM; 70,000 compounds, 0.58% hits; RMI core complex (RMI1/RMI2) binding to FANCM MM2 peptide, human; RMI core complex with F-MM2 peptide; stronger effect = lower value; in the data active = FP signal below about 40; also: inactives centre near 61; strong numbers were not always called active; unit not given here
* = called active by the depositor; & = joins results of further samples. An excerpt (hit frequency here may not be typical).

SMILES	RMI-FANCM inh
CN(C)S(=O)(=O)Nc1ccccn1	63
Cn1c(=O)c(C(=O)NCc2cccs2)cc2cccnc21	60
O=C(/C=C/c1ccc([N+](=O)[O-])cc1)Nc1nc2ccc(Cl)cc2s1	74
N#CC(C#N)=CN1CCc2ccccc2C1	58
FC(F)(F)Oc1ccc(-n2c(-c3ccccc3)c[nH]c2=S)cc1	60
COc1ccc(S(=O)c2ccccc2C(=O)O)c(C(=O)O)c1 (stereo not drawn)	50
CN(C)c1ccc(C2NCCS2)cc1 (stereo not drawn)	63
NCCn1ncc2c(=O)n(Cc3ccccc3F)cnc21	63
CC(=O)c1ccc(NC(=O)Nc2ccc([N+](=O)[O-])cc2)cc1	71
COC(=O)C[C@H]1C(C)(C)C(=O)[C@@H]2C[C@@]3(O)C4=CC(=O)O[C@@H](c5ccoc5)[C@]4(C)CCC3[C@@]1(C)C2=O (stereo partly drawn)	58
O=C(Nc1ccc(Cl)c2ncsc12)C1CC1	50
Cc1oc2ccccc2c1CCOC(=O)c1ccc(Cl)cc1	53
COc1ccccc1-c1nnc(NC(=O)C2CCCN2S(=O)(=O)c2cccs2)o1 (stereo not drawn)	55
COc1cccc(C(=O)Nc2oc3ccccc3c(=O)c2-c2ccccc2)c1	67
NCC(CCC(=O)O)C(F)(F)F (stereo not drawn)	57
CCC(=O)N1CCc2ccc(NC(=O)CCc3ccccc3)cc2C1	69
O=C(Nc1nc(-c2cccs2)c(C(=O)C(F)(F)F)s1)c1coc2ccccc2c1=O	61
Cc1cc(NC(=O)CSc2ccc(-c3sc(C)nc3C)nn2)no1	59
O=[N+]([O-])c1cc(-c2nc(-c3cccc(C(F)(F)F)c3)no2)cs1	46
O=C1C=C(Nc2ccc(O)cc2)c2ccccc2C1=O	59
O=C(NCC(O)COc1ccc([N+](=O)[O-])cc1)Nc1cccs1 (stereo not drawn)	55
O=c1c(O)c(-c2cc(O)c(O)c(O)c2)oc2cc(O)cc(O)c12	62&89&65
CCOc1ccc(OCCNC(=O)c2ccc([N+](=O)[O-])cc2)cc1	63
Cn1ccnc1N1CCN(C(=O)c2ccc(F)cc2F)CC1	62
COc1ccc(S(=O)(=O)N2CCN(c3ccc(-c4ccccc4)nn3)CC2)cc1OC	70

Remaining list, next part
SMILES	RMI-FANCM inh
O=C(Cc1ccc2c(c1)OCO2)Nc1nnc(-c2ccc(Br)o2)o1	69
Cc1cccc(Nc2nc(Nc3ccc(C)c(C)c3)nc(N3CCCC3)n2)c1	53
O=C(Nc1ccc(SCc2ccccn2)nn1)C1CC1	66
O=C(NC(=O)c1ccccc1)NC1(C(Cl)(Cl)Cl)OCCO1	57
COc1cc2c(cc1OC)C(COc1ccc([N+](=O)[O-])cc1)N(C(=O)/C=C/c1ccco1)CC2 (stereo not drawn)	68
CCN(CC)CCN(C(=O)C1COc2ccccc2O1)c1nc2c(OC)ccc(C)c2s1 (stereo not drawn)	67
C=CCNC(=S)c1c(-c2ccccc2)c2c3n(c(-c4ccc(Br)cc4)nn13)CCCC2	143
COC(=O)c1ccccc1NC(=O)c1ccc(Oc2cc(Cl)cc(Cl)c2)o1	63&59
C=CCN1CCc2c(cc(O)c(O)c2Cl)C(c2ccccc2)C1 (stereo not drawn)	57
C=C1Cn2c(nnc2-c2ccc(Br)cc2)S1	65
COCCC(CCOC)S(=O)(=O)c1ccc(C(=O)Nc2nc3ccc(S(C)(=O)=O)cc3s2)cc1	56
FC(F)(F)Oc1ccc(OCc2n[nH]c(=S)o2)cc1	54
N#Cc1cccc(C(=O)Cc2cccc(Oc3ccccc3)c2)c1	54
O=C(NCCS(=O)(=O)N1CCN(c2ccccc2)CC1)c1cccs1	58
COc1ccc2nc(-c3ccc(C)c(NC(=O)c4ccc5ccccc5c4)c3)cn2n1	124
Cc1nc2ccccc2c(=O)n1-c1ccc(Cl)c(NC(=O)c2cccs2)c1	55
O=C(CSc1ccc(-c2cccc([N+](=O)[O-])c2)nn1)c1ccc(F)cc1	56
O=S1(=O)CCC(NS(=O)(=O)c2cccc3nonc23)C1 (stereo not drawn)	59
Cc1cc(C(=O)N(Cc2cccnc2)c2nc3c(C)ccc(Cl)c3s2)on1	91
CSc1n[nH]c(C23CC4CC(CC(C4)C2)C3)n1	52
Cc1ccc(S(=O)(=O)N(Cc2ccc(Br)cc2)C(=O)N2CCN(C)CC2)cc1	54
COc1cccc(Cn2c(=O)n(CCCCC(=O)NCc3ccco3)c(=O)c3ccccc32)c1	77
O=C1CCCC2=C1C(c1ccccc1[N+](=O)[O-])c1c([nH]c(=O)[nH]c1=O)N2 (stereo not drawn)	-22
c1cncc(-c2nc3ccccc3s2)c1	63
C/C(=N/OC(=O)c1ccccc1)c1ccc([N+](=O)[O-])cc1	61

Another view of part of the listing above.
smiles,RMI-FANCM inh
COc1cc2c(cc1OC)C(COc1ccc([N+](=O)[O-])cc1)N(C(=O)/C=C/c1ccco1)CC2 (stereo not drawn),68
COC(=O)C[C@H]1C(C)(C)C(=O)[C@@H]2C[C@@]3(O)C4=CC(=O)O[C@@H](c5ccoc5)[C@]4(C)CCC3[C@@]1(C)C2=O (stereo partly drawn),58

(continued)
SMILES	RMI-FANCM inh
COc1ccc(CCNC(=O)C2CCCN(c3ccc(-c4ccco4)nn3)C2)cc1OC (stereo not drawn)	60
O=C(O)CN1C(=O)/C(=C/C(Cl)=C/c2ccccc2)SC1=S	57
N/C(=N/OC(=O)c1ccc(C#Cc2ccccc2)o1)c1cnccn1	52
COc1cc(OC)cc(C(=O)NCC(c2ccco2)N(C)C)c1 (stereo not drawn)	53
CCc1ccccc1NC(=O)CSc1nccn2nc(-c3cccc4ccccc34)cc12	79
Cc1ccc(S(=O)(=O)N2CCCC(C(=O)Nc3cc(C)nn3C(C)C)C2)cc1 (stereo not drawn)	65
O=C(/C=C/c1ccco1)NCCCS(=O)(=O)N1CCN(c2ccccc2)CC1	63
Cc1ccc(NC(=O)CSc2nccn3nc(-c4ccc(Cl)cc4)cc23)c(Br)c1	97
Cc1cccc(C(=O)Nc2c3c(nn2C(C)(C)C)CSC3)c1	51
COc1ccc(CC(=O)Nc2ccc3c(c2)N(C(=O)C(C)C)CCC3)cc1OC	72
COc1ccc2nc(-c3ccc(F)c(NC(=O)c4c(F)cccc4F)c3)cn2n1	74
CC(=O)c1cccc(NC(=O)Cn2cccc(-c3nc(-c4ccc(C)cc4)no3)c2=O)c1	103
c1ccc2nc(-c3nc4ccccc4s3)ccc2c1	112
O=C(/C=C/c1ccccc1)N1CCN(c2ccc(N3CCOCC3)nn2)CC1	60
CCOC(=O)Nc1nc(CC(=O)Nc2ccccc2SC)cs1	73
COC(=O)c1ccc(-c2cccs2)nc1C	59
O=C1c2c(O)cccc2Cc2cccc(O)c21	-5*
COc1ccc(C(=O)/C=C/c2cccs2)c(OC(=O)N2CCOCC2)c1	65
N#C/C(=C\Nc1ccc2c(c1)OCCO2)c1nc2ccccc2[nH]1	79
COc1cc(/C=C\C(=O)NCc2cc(-c3cccs3)on2)cc(OC)c1OC	55
Cc1cc(C)nc(NC(=O)c2ccc(N3C(=O)CCC3=O)cc2)n1	62
COc1ccc(OC)c(NC(=O)C(=O)NCCc2ccccn2)c1	58
Cn1cnc(S(=O)(=O)N2CCCN(C(=O)OC(C)(C)C)CC2)c1	53
CCOc1ccc(-c2ccc(=O)n(CCCC(=O)Nc3ccc(C)c(F)c3)n2)cc1	73
Nc1cc(Cl)ccc1Nc1ccncc1	55

Quoted at random: 3 records from the list.
SMILES	RMI-FANCM inh
COc1ccc(CCNC(=O)C2CCCN(c3ccc(-c4ccco4)nn3)C2)cc1OC (stereo not drawn)	60
Cc1ccc(S(=O)(=O)N2CCCC(C(=O)Nc3cc(C)nn3C(C)C)C2)cc1 (stereo not drawn)	65
O=C(/C=C/c1ccccc1)N1CCN(c2ccc(N3CCOCC3)nn2)CC1	60

Molecules listed so far that have an NH in an aromatic ring (five):
SMILES	RMI-FANCM inh
FC(F)(F)Oc1ccc(-n2c(-c3ccccc3)c[nH]c2=S)cc1	60
FC(F)(F)Oc1ccc(OCc2n[nH]c(=S)o2)cc1	54
CSc1n[nH]c(C23CC4CC(CC(C4)C2)C3)n1	52
O=C1CCCC2=C1C(c1ccccc1[N+](=O)[O-])c1c([nH]c(=O)[nH]c1=O)N2 (stereo not drawn)	-22
N#C/C(=C\Nc1ccc2c(c1)OCCO2)c1nc2ccccc2[nH]1	79

Continuation.
SMILES	RMI-FANCM inh
O=C(Oc1ccccc1N1CCOCC1)c1cccnc1Sc1ccc(Cl)cc1	54
O=C(NC(NC(=S)Nc1ccc(I)cc1)C(Cl)(Cl)Cl)c1ccc(Br)o1 (stereo not drawn)	69
CCOc1cccc2cc(C(=O)NCCNC(=O)c3ccc(NC(C)=O)cc3)c(=O)oc12	67
Cc1cn2c3c(=O)n(Cc4cccc(Cl)c4)c(=O)n(C)c3nc2n1-c1ccc(S(N)(=O)=O)cc1	68
CCS(=O)(=O)c1ccc(-c2ccc(NS(=O)(=O)c3cccc(Cl)c3Cl)cc2)nn1	56
CC1N=C(SCc2c(F)cccc2Cl)N2C(C)N=C(SCc3c(F)cccc3Cl)N12 (stereo not drawn)	65
CCOC(=O)C(=CNNC(=O)c1ccc(OC)cc1)C(=O)OCC	54
O=C(Nc1cccnc1)c1c[nH]c2c(C(F)(F)F)cccc2c1=O	65
Cc1ccc(-c2nc(CSc3nc4ccccc4c(=O)n3C)c(C)o2)cc1	49
CC1CN(c2ncnc3c2c(-c2ccccc2)cn3-c2ccc(F)cc2)CC(C)O1 (stereo not drawn)	56
CCC(=O)NCCS(=O)(=O)N1CCN(c2ccc(OC)cc2)CC1	55
Cn1cnnc1SCc1nc(-c2ccsc2)no1	55
O=C(Nc1ccc2c(c1)OCCO2)C(=S)NCc1ccco1	59
CCN1CCCC(OC(=O)C(c2ccccc2)c2ccccc2)C1 (stereo not drawn)	68&52
Cc1cc(NC(=O)CSc2nnc(NC(=O)CCc3ccccc3)s2)no1	74
COc1c(S(=O)(=O)NCCN2CCOCC2)ccc(Cl)c1Cl	56
Cc1[nH]nc2cccc(F)c12	57
CN(C)CCCN(C(=O)CCc1ccccc1)c1nc2cc3c(cc2s1)OCO3	78
C=C1CSc2nnc3c4ccccc4nc-3n21	62
Fc1cccc(Cl)c1CN1CCN(CCCNc2nccc(C(F)(F)F)n2)CC1	62
COc1ccc(S(=O)(=O)N2CCC(C(=O)Nc3cc(C)ccc3C)CC2)cc1	53
O=C(CSc1nnnn1-c1ccccc1)Nc1ccc(-c2nc3ccccc3s2)cc1	114
O=C(/C=C/c1ccc2c(c1)OCO2)NCCSc1ncc(-c2ccc(Cl)cc2)[nH]1	51
Cc1c(NC(=S)NCCCn2ccnc2)c(=O)n(-c2ccccc2)n1C	58
COc1ccc(Cn2cnc3c4cc(F)ccc4n(CC(=O)Nc4ccc(F)cc4)c3c2=O)cc1	108

Continuation.
SMILES	RMI-FANCM inh
Cc1c(C)c2c(c(C)c1O)CCC(C)(C(=O)O)O2 (stereo not drawn)	1*
Cc1cc(NC(=O)c2cccc(Oc3ccccc3)c2)on1	66
CC(C)(C)NC(=O)NCCO	63
O=C(CCCSc1ccc(NC(=O)c2ccco2)nn1)Nc1ccccc1F	60
CCOc1ccccc1NC(=O)O/N=C(/N)Cc1cccc2ccccc12	52
CC(C)(C)CC(=O)N1CCC(c2nnc(C3CC3)s2)CC1	60
COc1ccc(C(=O)NCCN2CCN(c3ccc(F)cc3)CC2)c(OC)c1OC	64
NS(=O)(=O)c1cccc(NC(=O)C2CCC2)c1	55
CC(c1ccccc1)N1C(=O)C2C(C1=O)C1(C)C=CC2(C)O1 (stereo not drawn)	50
COC(=O)NC(c1ccccc1)c1ccccc1	59
CCOC(=O)c1ccc(NC(=O)CSc2ccc3nnc(-c4ccc(OC)cc4)n3n2)cc1	59
O=C(CSc1nc2[nH]ncc2c(=O)[nH]1)c1ccc(Cl)cc1	53
CCOC(=O)c1c(NC(=O)c2ccccc2F)sc(C)c1-c1ccccc1	80
CC(C)c1cc(=O)n2c(n1)SCC2CC(=O)NCCc1c[nH]c2ccccc12 (stereo not drawn)	67
O=C1c2ccccc2C(=O)N1CCCCN1CCN(C2CCCCC2)CC1	62
COc1ccc(Cl)cc1S(=O)(=O)NCC(c1ccsc1)N1CCCC1 (stereo not drawn)	67
COc1ccc(NC(=O)Cn2cnc3c(sc4nc(C)cc(-c5ccccc5)c43)c2=O)c(OC)c1	164
CC(C)Sc1ccc(C(=O)Nc2sccc2C#N)cc1	90
Cc1nnc(NC(=O)NS(=O)(=O)c2ccccc2C(F)(F)F)s1	51
O=C(O)Cc1ccc(O)c(O)c1	62
Cc1ccc(CC(=O)N=c2sc3cc4c(cc3n2C)OCO4)cc1C	93
O=C(NCCNC(=O)Nc1cccc(Cl)c1)Nc1cccc(Cl)c1	59
Cc1nnc2ccc(N3CCN(S(=O)(=O)c4ccc(F)cc4)CC3)nn12	68
Cn1cccc1C(CNS(=O)(=O)Cc1ccc(F)cc1)N1CCCC1 (stereo not drawn)	65
Cc1cccc(NC(=S)Nc2ccccn2)c1	64

Carrying on.
SMILES	RMI-FANCM inh
O=C(Nc1ccc2c(=O)c3ccccc3oc2c1)c1ccccc1Cl	139
O=C1CC(c2ccco2)Sc2nc3ccccc3n21 (stereo not drawn)	58
O=C(Nc1ccncc1)C1CCCN(c2ccc(-c3ccc(F)cc3)nn2)C1 (stereo not drawn)	61
CCCCc1ccc(N/C=C(/C#N)S(=O)(=O)c2ccc(OC)cc2)cc1	70
COC(=O)Nc1nc(CC(=O)NCCc2ccc(Cl)cc2)cs1	65
CCOC(=O)N1CCN(C(=O)CSc2nc(-c3cccc(OC)c3)nc3c2c(=O)n(C)c(=O)n3C)CC1	68
Cc1nc(-c2cccnc2)sc1C(=O)NNC(=O)c1ccc(C(F)(F)F)cc1	60

Shown bar-delimited: 5 of the compounds above
mol | RMI-FANCM inh
COc1ccc(S(=O)(=O)N2CCN(c3ccc(-c4ccccc4)nn3)CC2)cc1OC | 70
COc1ccc(CC(=O)Nc2ccc3c(c2)N(C(=O)C(C)C)CCC3)cc1OC | 72
C=CCN1CCc2c(cc(O)c(O)c2Cl)C(c2ccccc2)C1 (stereo not drawn) | 57
O=C1CCCC2=C1C(c1ccccc1[N+](=O)[O-])c1c([nH]c(=O)[nH]c1=O)N2 (stereo not drawn) | -22
Cc1nc2ccccc2c(=O)n1-c1ccc(Cl)c(NC(=O)c2cccs2)c1 | 55
